# Assay outcomes deposited in PubChem BioAssay by several laboratories.
# S1P4 antag = blocks the human S1P4 receptor. S1P4-expressing cells, antagonist mode, reporter read-out. AID 1510. inhibition, % at 4.98 µM. 220,000 tested, 0.26% active; in the data active = inhibition above about 29%;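 also: 0% = wells stimulated with agonist and 100% = vehicle wells without agonist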
# Target sequence (O95977 whole entry, looked up): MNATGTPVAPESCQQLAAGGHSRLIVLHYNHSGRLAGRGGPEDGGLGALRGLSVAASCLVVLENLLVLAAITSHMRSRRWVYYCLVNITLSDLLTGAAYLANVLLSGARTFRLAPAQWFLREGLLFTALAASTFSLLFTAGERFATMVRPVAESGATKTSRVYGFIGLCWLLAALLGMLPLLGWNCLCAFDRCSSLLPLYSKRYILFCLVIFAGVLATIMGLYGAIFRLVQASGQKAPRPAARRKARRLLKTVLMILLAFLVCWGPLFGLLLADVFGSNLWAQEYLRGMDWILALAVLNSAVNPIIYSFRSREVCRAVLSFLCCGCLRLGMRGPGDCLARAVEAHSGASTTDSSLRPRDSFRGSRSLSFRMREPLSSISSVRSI
# NPY-Y1 antag = antagonists of human neuropeptide Y receptor Y1 | P25929 | HEK293-CNG Y1 cells, membrane potential fluorescence; NPY at EC95, then isoproterenol | inhibition, % at 3.6 µM | 200,000 tested, 1% active;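 active = inhibition above the campaign mean inhibition of all tested compounds plus 3 SD, cut at about 20% in these data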;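 also: 0% = DMSO wells given NPY plus isoproterenol and 100% = isoproterenol alone without NPY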
#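 Benchmarks – high control isoproterenol alone, low control NPY with isoproterenol · Material – HEK293 Y1/CNG channel cell line · Times – dye 3 h, compound 60 min room temperature, stimulation 45 min · Probe or stimulus – NPY (25 nM), isoproterenol (1 µM), Ro 20-1724 (25 µM) · Evaluation – % inhibition of NPY effect · Signal – fluorescence, membrane potential probe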
# S1P4 agonist = human S1P4 receptor agonism. S1P4-expressing cell line, agonist reporter assay. activation, % at 4.98 µM. 220,000 tested, 0.35% active. O95977; in the data active = activation above about 11%;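 also: 0% = DMSO vehicle and 100% = reference agonist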
# Runt-CBFb FRET = inhibitors of human RUNX1 Runt domain binding to CBFb; Q01196+Q13951; Cerulean-Runt/Venus-CBFb FRET ratio 530/480, 1 h; inhibition, % at 20 µM; 220,000 tested, 0.46% active;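 active = inhibition over about 50% at 20 µM in the single-dose screen, limit read from the data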;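 also: 0% = DMSO wells and 100% = excess unlabeled CBFb competitor control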
#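 Doses: 20 µM compound in 1% DMSO | Material: Cerulean-labeled Runt domain protein | Amount: Each fluorescent fusion protein 100 nM | Schedule: Two 1 h room-temperature incubations shielded from light | Measured by: FRET fluorescence | Evaluation: Loss of energy transfer signal | Controls: Unlabeled CBFb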
# RBBP9 inh = inhibitors of human serine hydrolase RBBP9. 220,000 tested, 0.2% active. O75884. recombinant RBBP9, FP-Rh probe fluorescence polarization. inhibition, % at 7.94 µM;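 active = inhibition above the campaign mean of all tested compounds plus 3 SD, cut at about 14% in these data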;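 also: plate controls were DMSO wells with RBBP9 for no effect and wells lacking RBBP9 protein for full effect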
# Target sequence (O75884 whole entry, looked up): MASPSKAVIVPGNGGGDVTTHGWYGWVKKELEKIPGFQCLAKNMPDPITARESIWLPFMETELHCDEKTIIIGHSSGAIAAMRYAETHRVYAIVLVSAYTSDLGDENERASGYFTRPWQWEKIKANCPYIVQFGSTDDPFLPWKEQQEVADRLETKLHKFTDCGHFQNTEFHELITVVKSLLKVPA
#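 system = RBBP9 protein | input = RBBP9 at 2.5 µM in dispensed solution, before mixing | measured by = fluorescence polarization (mP), excitation 525 nm, emission 598 nm | incubation = enzyme-compound preincubation 30 min, then probe labeling 45 min, 25 °C | buffer or medium = Tris-NaCl-Pluronic buffer, pH 8.0 | compound = single dose 7.94 µM | also added = FP-Rh probe, 375 nM dispensing solution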
# BaF3 parental = counter-screen for JAK2V617F inhibitors: parental Ba/F3 viability inhibitors; AID 1486; 220,000 tested, 1.1% active; inhibition, % at 5.6 µM; CellTiter-Glo ATP luminescence;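 active = inhibition above a per-campaign cutoff, the mean inhibition of all tested compounds plus 3 SD, cut at about 27% in these data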;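 also: 0% = DMSO wells and 100% = JAK Inhibitor I control wells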
# NPY-Y2 PAM-ag = potentiates or activates human NPY-Y2 receptor. P49146. cells expressing NPY-Y2, potentiator/agonist read-out. activation, % at 3.6 µM. 220,000 tested, 0.45% active. AID 1359; in the data active = activation above about 27%;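 also: cells stimulated with NPY near EC25 plus isoproterenol at EC100; 0% = vehicle plus submaximal agonist and 100% = vehicle plus saturating agonist; some results beyond the cut were filed as inactive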
# Target sequence (P49146 whole entry, looked up): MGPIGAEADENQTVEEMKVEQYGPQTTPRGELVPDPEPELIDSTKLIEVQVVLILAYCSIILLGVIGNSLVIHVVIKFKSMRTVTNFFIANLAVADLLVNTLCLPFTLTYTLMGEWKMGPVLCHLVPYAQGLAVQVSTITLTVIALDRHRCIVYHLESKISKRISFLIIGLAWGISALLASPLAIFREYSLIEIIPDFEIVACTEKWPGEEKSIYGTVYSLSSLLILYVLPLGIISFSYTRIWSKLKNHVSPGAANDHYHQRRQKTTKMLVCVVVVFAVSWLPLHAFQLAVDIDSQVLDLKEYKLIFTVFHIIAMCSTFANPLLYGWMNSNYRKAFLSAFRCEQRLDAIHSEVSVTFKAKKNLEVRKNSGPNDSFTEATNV
# NPY-Y1 PAM-ag = human NPY-Y1 potentiation or agonism, primary screen | NPY-Y1 expressing cells, potentiator/agonist activation | 220,000 tested, 0.37% active | activation, % at 3.6 µM | AID 1304 | P25929; in the data active = activation above about 33%, passing the limit was not always enough;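 also: cells stimulated with NPY at EC10 then isoproterenol at EC100; 0% = low agonist plus stimulus and 100% = saturating agonist plus stimulus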
# Ba/F3 V617F tox = loss of viability in JAK2V617F-driven Ba/F3 cells; 220,000 tested, 1.1% active; inhibition, % at 5.6 µM; Ba/F3 EpoR-JAK2V617F viability, ATP luminescence;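 active = inhibition above the campaign mean plus 3 SD over all tested compounds, cut at about 24% in these data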;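 also: cytokine-independent growth of Ba/F3 cells driven by EpoR plus mutant JAK2; 0% = DMSO-treated cells and 100% = JAK inhibitor I control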
# * marks the source's active call; other numbers are inactive results; . = not tested or not shown.
SMILES,S1P4 antag,NPY-Y1 antag,S1P4 agonist,Runt-CBFb FRET,RBBP9 inh,BaF3 parental,NPY-Y2 PAM-ag,NPY-Y1 PAM-ag,Ba/F3 V617F tox
CCCCc1ccc(NC(=S)N2CCC(O)CC2)cc1,11,8,0.2,2,-4,2,3,38,-2
O=C(Nc1ccc(F)cc1)c1ccccc1S(=O)(=O)c1ccccc1[N+](=O)[O-],-23,10,1.0,0,-13,9,10,-12,1
Brc1ccc(-c2cnc(-c3cccs3)o2)cc1,-36,4,2.2,0,-1,2,-53,-9,-1
CCOC(=O)Cc1c(C)nc2c(-c3ccc(OC)cc3)c(C)nn2c1C,6,10,-1.7,-1,-9,3,13,5,0
COc1ccc(Cl)cc1NC(=S)Nc1ccccc1F,-15,-1,1.0,5,-10,6,-8,8,-1
CC(C(=O)Nc1ccccc1-c1ccccc1)N1CCN(C(=O)c2ccccc2)CC1 (configuration not stated),14,.,0.2,0,-4,-6,8,3,4
COc1ccccc1CNC(=O)c1ccccc1N,-5,-1,-3.1,4,-12,-2,-1,16,-4
Cc1cccc(NC(=O)CSc2nnc(Cc3ccccc3)o2)c1,-10,3,0.8,0,-11,8,-11,-10,4
Cc1ccc(C(=O)NCCc2ccc(S(=O)(=O)N3CCCC3)cc2)cc1,7,0,-1.1,0,-3,0,-4,-17,2
CCN(c1ccc(OCC(=O)OCC(=O)Nc2ccc(F)c(F)c2F)cc1)S(=O)(=O)c1ccccc1,-6,4,-0.3,-2,-4,7,14,0,2
O=C(/C=C/c1ccco1)Nc1ccc(N2CCCC2)cc1,-14,2,0.6,3,3,3,1,11,3
CC1CCCN(C(=O)C2c3ccccc3C(=O)N3CCc4ccccc4C23)C1 (configuration not stated),-9,4,2.2,-1,-5,2,-8,-2,1
CC(=O)c1sc(NC(=O)c2ccc(C(C)(C)C)cc2)nc1C,-15,3,3.2,-2,1,6,5,21,3
COc1ccccc1NC(=O)C/C(N)=N/O,7,-3,-1.3,1,-10,4,-6,0,0
COc1ccc(NC(=O)C2CCCN(c3nc(C)cc(C)n3)C2)cc1 (configuration not stated),3,-1,0.3,1,-9,6,-5,9,-2
CCCc1nnc(NS(=O)(=O)c2ccc(OC)cc2)s1,-5,-1,4.7,-1,-8,4,0,-9,1
CCOc1ccc(C(=O)n2cnnc2N)cc1,-10,.,1.4,1,1,-5,-1,9,-2
O=C(O)C12CC3CC(C1)CC(n1ncc(NCc4ccccc4)c(Cl)c1=O)(C3)C2,13,3,-1.4,-1,-5,1,7,8,-2
Cn1c(=O)cc(SCC(=O)N2CCCC2)c2cc(Cl)ccc21,-14,5,-1.4,0,-4,3,7,12,-2
COc1cccc(OCc2nc(-c3cccc([N+](=O)[O-])c3)no2)c1,15,20,2.4,.,4,1,-28,-32,-3
O=C(Nc1ccc(Cl)cn1)c1cccc(S(=O)(=O)N2CCOCC2)c1,-9,6,-4.4,0,-5,4,-7,-33,-3
Cc1nc2cc(S(=O)(=O)C(F)(F)F)ccc2s1,-12,4,-1.0,-2,-6,3,3,8,0
COc1ccc(-n2c(SCc3cccnc3)nc3c(c2=O)SCC3)cc1OC,-22,-4,-0.9,1,1,-2,10,5,7
O=C(OCC(=O)N1CCN(c2ccccc2)CC1)c1ccco1,-5,-3,0.4,1,-9,3,-7,-9,0
O=C1COc2ccc(C(=O)COC(=O)CNC(=O)c3ccccc3)cc2N1,-19,3,-0.4,1,-9,4,-10,-5,3
C/C(=N\O)C(C)(C)NC(=O)Nc1ccc(Cl)cc1,-4,-5,1.4,2,4,10,-7,13,4
CCC12CN(C(=O)c3ccc(OC)cc3)CC(CC)(CN(C(=O)c3ccc(OC)cc3)C1)C2=O,-7,5,2.0,1,-6,4,-14,9,-3
CC(C)C(=O)NC(=S)Nc1ccc(S(=O)(=O)N(C)Cc2ccccc2)cc1,-10,4,-0.9,-2,-6,9,0,3,2
Nc1cc(=O)[nH]c(SCc2csc(-c3ccccc3)n2)n1,-7,11,1.6,-5,-6,3,8,0,-2
CN(CC(=O)N1CCN(c2cccc(Cl)c2)CC1)S(=O)(=O)c1cccs1,-9,8,-3.0,3,1,6,-3,-18,-3
CC(=O)Nc1ccc(S(=O)(=O)NCc2ccc(C)cc2)cc1,4,8,0.0,0,7,9,-23,-10,3
CC(C)(C)C(=O)Nc1ncc(C(F)(F)F)cc1Cl,-7,-2,0.1,0,3,6,-4,-10,2
CCCCNC1=CC(=O)C(=O)c2ccccc21,-2,-1,2.5,.,-9,7,-4,-1,-2
CC(C)CCN(C(=O)CNC(=O)c1ccco1)C(C(=O)NC1CCCCC1)c1ccco1 (configuration not stated),9,-2,-2.0,-3,-1,8,-1,-6,8
CCN(CC)CCN1C(=O)C(=O)/C(=C(/O)c2c(C)[nH]c(C(=O)OC)c2C)C1c1ccccc1 (configuration not stated),-16,-4,0.4,-1,3,1,0,-2,-3
CC1CN(S(=O)(=O)c2cccc(C(=O)OCC(=O)c3cccs3)c2)CC(C)O1 (configuration not stated),26,7,-2.0,1,0,-1,1,-27,17
Cc1nn(C)c(C(=O)Nc2ccn(Cc3c(F)c(F)cc(F)c3F)n2)c1[N+](=O)[O-],8,2,-2.2,0,5,4,3,-1,1
COc1ccc(Cc2nnc(NC(=O)c3ccco3)s2)cc1,-10,12,-0.4,0,-9,10,-12,-20,4
CCCN(CCO)Cc1cccc(Br)c1,1,4,1.3,-1,0,8,-14,-19,1
O=C(NC(=S)N(Cc1ccccc1)Cc1ccccc1)C1CCCCC1,1,4,-2.5,1,-11,5,0,-9,6
Cc1cc2c(=O)oc(-c3ccc(F)cc3)nc2s1,-4,8,0.1,.,-5,6,-19,-8,1
CN(C)N1C(N)=C(C#N)C(c2ccsc2)C2=C1CCCC2=O (configuration not stated),-22,5,0.8,-1,-5,6,2,17,3
CCN(Cc1cc2cc(C)ccc2[nH]c1=O)S(=O)(=O)c1ccccc1,-9,-4,-1.4,-1,-7,7,6,17,13
CCOC(=O)c1c(-c2ccc(C)o2)csc1NC(=O)CN1CCN(CC)CC1,8,11,-0.7,2,-6,0,-24,-56,-1
O=C(COC(=O)Cn1cnc2ccccc21)NCCc1ccc(Cl)cc1,-14,-2,2.6,0,-5,4,0,5,3

# 13 entries already listed, ordered by heavy-atom count, highest first:
SMILES,S1P4 antag,NPY-Y1 antag,S1P4 agonist,Runt-CBFb FRET,RBBP9 inh,BaF3 parental,NPY-Y2 PAM-ag,NPY-Y1 PAM-ag,Ba/F3 V617F tox
CCC12CN(C(=O)c3ccc(OC)cc3)CC(CC)(CN(C(=O)c3ccc(OC)cc3)C1)C2=O,-7,5,2.0,1,-6,4,-14,9,-3
CCN(CC)CCN1C(=O)C(=O)/C(=C(/O)c2c(C)[nH]c(C(=O)OC)c2C)C1c1ccccc1 (configuration not stated),-16,-4,0.4,-1,3,1,0,-2,-3
CC(C)CCN(C(=O)CNC(=O)c1ccco1)C(C(=O)NC1CCCCC1)c1ccco1 (configuration not stated),9,-2,-2.0,-3,-1,8,-1,-6,8
Cc1nn(C)c(C(=O)Nc2ccn(Cc3c(F)c(F)cc(F)c3F)n2)c1[N+](=O)[O-],8,2,-2.2,0,5,4,3,-1,1
CCOC(=O)c1c(-c2ccc(C)o2)csc1NC(=O)CN1CCN(CC)CC1,8,11,-0.7,2,-6,0,-24,-56,-1
O=C1COc2ccc(C(=O)COC(=O)CNC(=O)c3ccccc3)cc2N1,-19,3,-0.4,1,-9,4,-10,-5,3
CN(CC(=O)N1CCN(c2cccc(Cl)c2)CC1)S(=O)(=O)c1cccs1,-9,8,-3.0,3,1,6,-3,-18,-3
CCN(Cc1cc2cc(C)ccc2[nH]c1=O)S(=O)(=O)c1ccccc1,-9,-4,-1.4,-1,-7,7,6,17,13
CN(C)N1C(N)=C(C#N)C(c2ccsc2)C2=C1CCCC2=O (configuration not stated),-22,5,0.8,-1,-5,6,2,17,3
Nc1cc(=O)[nH]c(SCc2csc(-c3ccccc3)n2)n1,-7,11,1.6,-5,-6,3,8,0,-2
CC(C)(C)C(=O)Nc1ncc(C(F)(F)F)cc1Cl,-7,-2,0.1,0,3,6,-4,-10,2
CCCCNC1=CC(=O)C(=O)c2ccccc21,-2,-1,2.5,.,-9,7,-4,-1,-2
CCCN(CCO)Cc1cccc(Br)c1,1,4,1.3,-1,0,8,-14,-19,1

# Some entries already given with just NPY-Y1 PAM-ag, RBBP9 inh and S1P4 antag.
Compound	NPY-Y1 PAM-ag	RBBP9 inh	S1P4 antag
CC1CN(S(=O)(=O)c2cccc(C(=O)OCC(=O)c3cccs3)c2)CC(C)O1 (configuration not stated)	-27	0	26
CC(C)(C)C(=O)Nc1ncc(C(F)(F)F)cc1Cl	-10	3	-7

# Continuation:
SMILES,S1P4 antag,NPY-Y1 antag,S1P4 agonist,Runt-CBFb FRET,RBBP9 inh,BaF3 parental,NPY-Y2 PAM-ag,NPY-Y1 PAM-ag,Ba/F3 V617F tox
Fc1ccc(CSc2nnc(-c3ccncc3)o2)cc1,-20,-3,2.6,2,1,3,-13,-1,-1
O=c1cc(CN2CCN(S(=O)(=O)c3ccc4c(c3)OCCO4)CC2)c2ccc(O)cc2o1,-12,-5,2.6,102*,-3,2,7,-12,0
COc1ccc(N(C(=O)c2cc3ccccc3oc2=O)C2C=CS(=O)(=O)C2)c(OC)c1 (configuration not stated),4,2,0.0,0,-1,5,0,-24,2
Cc1ccc(C(=O)OCC(=O)NCCC2=CCCCC2)cc1N,13,2,1.5,-2,-6,1,-12,1,-2
COc1cc(C(=O)NNC(=O)c2ccc(S(=O)(=O)N3CCCCC3)cc2)cc(OC)c1OC,8,7,-3.7,0,-7,8,10,-7,6
O=C(c1ccc(Br)o1)N(c1ccccn1)C1CCCCC1,-2,0,-0.8,-1,1,3,8,-14,-3
CCOCCOC(=O)C1=C(C)N(C)C(=O)NC1c1ccccc1Cl (configuration not stated),-4,2,0.1,0,-7,5,-5,-2,-1
C=CCSC1=NC(=O)/C(=C/c2cccs2)S1,1,9,0.1,-1,-2,4,-3,-11,2
